# Screening data deposited in PubChem by several laboratories.
# CRFBP-R2 agonist – agonists of human CRF-binding protein/CRF-R2 receptor complex | activation, % at 13.2 µM | 350,000 compounds, 0.46% hits | HEK293 CRF-R2/CRF-BP, calcium dye fluorescence (FLIPR); percent of saturating CRF peptide response | AID 588473;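 active means activation of at least 50%, plus an integration ratio under a set limit after plate pattern correction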;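 further: plate controls were neutral control wells without compound for no effect and CRF at EC100 for full effect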
# CHRM4 agonist – CHRM4 agonism in calcium assay | CHO-K1 hM4/Gqi5, Fluo-8 calcium fluorescence; vehicle 0%, full acetylcholine response 100% | 360,000 compounds, 0.14% hits | activation, % at 3 µM;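 active means activation above the run mean over all test wells plus 3 SD, cut at about 32% in these data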;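 further: peak over basal fluorescence ratio per well then scaled between controls; 0% = DMSO wells and 100% = acetylcholine at EC100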
# Target sequence (P08173 whole entry, looked up): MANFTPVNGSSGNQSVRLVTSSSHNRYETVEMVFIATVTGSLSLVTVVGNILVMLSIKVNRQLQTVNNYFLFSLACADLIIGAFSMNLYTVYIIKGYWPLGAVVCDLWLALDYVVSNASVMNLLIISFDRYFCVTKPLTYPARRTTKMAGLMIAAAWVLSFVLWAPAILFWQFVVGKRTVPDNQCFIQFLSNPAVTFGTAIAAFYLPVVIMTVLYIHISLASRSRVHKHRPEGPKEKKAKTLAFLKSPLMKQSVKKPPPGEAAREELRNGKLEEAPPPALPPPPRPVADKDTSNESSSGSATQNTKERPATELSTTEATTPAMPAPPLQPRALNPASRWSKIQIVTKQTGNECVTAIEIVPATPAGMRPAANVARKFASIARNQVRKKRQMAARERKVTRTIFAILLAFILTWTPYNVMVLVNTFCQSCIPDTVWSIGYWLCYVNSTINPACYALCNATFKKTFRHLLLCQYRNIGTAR
# M5 PAM – CHRM5 positive allosteric modulation | CHO-K1 hM5, Fluo-8 calcium, ACh EC20 PAM; 0% = ACh EC20, 100% = ACh EC100 | 360,000 compounds, 0.3% hits | activation, % at 3 µM | P08912;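 active means activation above the run cutoff, the mean activation of all test compounds plus 3 SD, cut at about 18% in these data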
#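 Replicates: One well per compound, no replicates | System: Human M5 receptor in CHO-K1 cells | Benchmarks: Low control EC20 acetylcholine (0%), high control EC100 acetylcholine (100%) | Probe or stimulus: Acetylcholine, EC20 level | Times: Fluo-8 loading 80 min at 37 °C plus 30 min room temperature | Signal: Intracellular calcium via Fluo-8 fluorescence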
# M5 antag – blocks acetylcholine activation of human M5 receptor | P08912 | CHO-hM5 cells, Fluo-8 calcium fluorescence, ACh EC80 | inhibition, % at 3 µM | 360,000 compounds, 0.59% hits;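 active means inhibition above a per-plate cutoff, the mean of that plate's test compounds plus 3 SD, cut at about 27% in these data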;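 further: 0% = acetylcholine EC80 with DMSO and 100% = DMSO without agonist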
# M5 ag – CHRM5 agonism in calcium assay | P08912 | CHO-K1 hM5 cells, Fluo-8 calcium fluorescence; 0% DMSO wells, 100% maximal acetylcholine response | activation, % at 3 µM | 360,000 compounds, 0.19% hits | AID 624037;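 active means activation above the run's mean over test compounds plus 3 SD, cut at about 23% in these data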;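 further: signal is peak over basal fluorescence ratio across the kinetic read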
# CHRM1 antagonist – blocks human M1 muscarinic receptor; P11229; CHO-K1 hM1, Fluo-8 calcium fluorescence, ACh EC80 antagonist; inhibition, % at 3 µM; 360,000 compounds, 1.3% hits;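 active means percent inhibition above its own plate's cutoff, namely the mean of that plate's compound wells plus 3 SD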;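 further: peak over basal fluorescence ratio during 140 s after agonist addition; 0% = ACh EC80 plus DMSO and 100% = DMSO alone without agonist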
# CHRM4 antagonist – antagonists of human muscarinic M4 receptor (CHRM4); P08173; CHO-hM4 cells, ACh EC80, Fluo-8 calcium fluorescence; inhibition, % at 3 µM; 360,000 compounds, 0.73% hits;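 active means inhibition above its plate's cutoff, the mean inhibition of sample wells plus 3 SD, cut at about 27% in these data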;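 further: 0% = acetylcholine EC80 with DMSO and 100% = DMSO without agonist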
# CHRM4 PAM – potentiates acetylcholine response at human M4 receptor. CHO-K1 hM4/Gqi5, Fluo-8 calcium fluorescence, ACh EC20; 0% = ACh EC20, 100% = maximal ACh. AID 624126. P08173. activation, % at 3 µM. 360,000 compounds, 0.4% hits;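 active means activation above its plate's cutoff, the mean activation of sample wells plus 3 SD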; further: some results filed as inactive read as strong as hits
# M1 PAM – positive allosteric modulators of human M1 muscarinic receptor; P11229; CHO-K1 hM1, Fluo-8 calcium fluorescence, ACh EC20; 0% = ACh EC20, 100% = maximal ACh; activation, % at 3 µM; 360,000 compounds, 0.088% hits; in the data active means activation above about 19%, passing the limit was not always enough
# An asterisk follows results filed as active; nt = no result given. This is a random part of the collection, and some 2.8% of all compounds hit somewhere here.
SMILES,CRFBP-R2 agonist,CHRM4 agonist,M5 PAM,M5 antag,M5 ag,CHRM1 antagonist,CHRM4 antagonist,CHRM4 PAM,M1 PAM
Cc1nc(NC(=O)COC(=O)CCc2ccccc2)c(Cl)cc1Cl,0.2,0,5,4,-4,-14,-2,4,25*
N#CC(C(=O)NCCc1ccccc1)c1nc2ccccc2nc1N1CCCCC1 (centres undefined),19,1,-3,7,0,-3,-1,4,4
O=C1C2C(C(=O)N1CC1CCCO1)C1C=CC2C12CC2 (centres undefined),-1.4,1,6,-12,-4,12,-13,15,6
COc1cccc(CN(C)C[C@@H]2OCc3cnnn3CCCC(=O)N([C@@H](C)CO)C[C@H]2C)c1,5.8,1,5,-5,0,4,-6,3,6
CC(Sc1nnc(-c2cccs2)n1C1CC1)C(=O)NCC1CCCO1 (centres undefined),1.5,0,-5,6,2,-4,-8,3,4
CC1CCCCC1NC(=O)CCc1nc2sc3c(c2c(=O)[nH]1)CCCC3 (centres undefined),1.0,2,-6,2,2,-8,-16,11,9
CC(Sc1nc(NCc2ccccc2)nc(N2CCOCC2)n1)C(=O)Nc1ccccc1 (centres undefined),4.2,0,-4,1,-2,-43,-9,1,7
COc1ccc(N2CCN(S(=O)(=O)c3ccc(Cl)c(C(F)(F)F)c3)CC2)cc1,1.5,1,0,10,-2,-5,2,1,6
CCN(c1cc(C)cc(C)c1)S(=O)(=O)c1nnc(NC(=O)c2ccco2)s1,0.9,1,2,-5,-1,3,-7,1,0
CCOC(=O)C1=C(C)N(CCCCCC(=O)O)C(=O)NC1c1ccc([N+](=O)[O-])cc1 (centres undefined),1.0,0,-7,14,0,2,6,13,4
Cc1ccc(N(C(=O)Cc2cccs2)C2C=CS(=O)(=O)C2)cc1Cl (centres undefined),0.5,0,-6,10,-7,-7,12,0,5
COc1ccnc(N=CNOCc2ccc(C)cc2)c1C#N,3.8,0,-3,2,-1,-39,-8,2,5
CCCOc1ccccc1N1C(=O)CC(N2CCOCC2)C1=O (centres undefined),2.5,0,-2,-4,1,-6,8,-5,7
COCCNC(=O)c1cc(C)ccc1C,3.6,0,-1,0,0,-6,8,-3,5
Cc1sc(NC(=O)C2CCCC2)c(C#N)c1C,0.6,-2,3,-3,-3,-5,-1,2,7
O=C(NCc1ccco1)c1cccc(S(=O)(=O)N2CCN(Cc3ccccc3)CC2)c1,2.7,4,-4,7,-5,-20,-19,12,8
CC(=O)c1c(N2CCN(c3cccc(Cl)c3)CC2)nc(=S)n(-c2ccccc2)c1C,1.1,5,-3,-3,-5,23,1,-4,-18
CCOC(=O)C1OC2(CCCC2)OC1C(=O)OCC (centres undefined),5.9,1,18,-3,7,-25,-11,4,9
COc1ccc(NC(=O)CCCN2C(=O)C(c3ccccc3)Oc3cccnc32)c(OC)c1 (centres undefined),-0.9,4,-4,13,-3,2,1,-4,-3
CCOC(=O)N1CCN(C(=O)CCNS(=O)(=O)c2ccc(C)c(C)c2)CC1,-1.4,1,-3,4,-4,-1,-27,4,2
Cc1ccc(NS(=O)(=O)c2cccc(C(=O)NNC(=O)NC3CCCCC3)c2)c(C)c1,-0.7,0,1,-1,-3,-5,-13,1,2
O=C1CC2CCCN2C=C1I (centres undefined),-2.1,3,-3,6,-1,5,3,-5,-1
O=C(CSc1nc2scc(-c3ccccc3)c2c(=O)[nH]1)NCCc1ccccc1,1.9,0,9,0,-3,-24,2,6,15
COc1cc(NC(c2ccccc2)c2ccccc2)cc(OC)c1OC,-0.1,0,-4,15,-3,3,-1,-5,3
O=C(NCc1ccccc1)N1CCOCC1,-1.0,1,7,4,-5,-11,-3,2,10

# Additional records follow:
SMILES,CRFBP-R2 agonist,CHRM4 agonist,M5 PAM,M5 antag,M5 ag,CHRM1 antagonist,CHRM4 antagonist,CHRM4 PAM,M1 PAM
CCCC(C)C(=O)Nc1ccc(S(=O)(=O)Nc2nccs2)cc1 (centres undefined),-0.8,1,1,4,1,-6,2,7,4
CCOC(=O)c1c(NC(=O)CSc2nc3cccnc3n2C)sc(C(C)=O)c1C,2.1,1,0,-3,-2,-31,0,-3,1
CC(=O)NC(C)c1nc2ccccc2n1CC(=O)NC(C)CCc1ccccc1 (centres undefined),-3.0,1,4,2,2,-11,-4,-3,8
CCOc1ccc(NS(=O)(=O)c2cc(C(=O)N3CCCC3)ccc2Cl)cc1,0.5,3,3,4,-3,-14,-14,10,12
c1cc(C(c2nnnn2C2CCCCC2)N2CCN3CCCC3C2)ccn1 (centres undefined),-0.8,0,-1,0,-6,0,16,-10,-7
Cc1cc(OCC(=O)N2CCOCC2)ccc1[N+](=O)[O-],0.5,1,2,1,-2,-10,-2,-1,6
COc1ccc(CCNC(=O)c2ccc(-c3ccc([N+](=O)[O-])cc3)o2)cc1OC,0.3,11,-14,16,3,9,13,-13,-13
OC(C[n+]1ccccc1)c1ccccc1 (centres undefined),0.3,0,3,7,-5,-16,12,2,12
COc1ccc2[nH]cc(CCNC(=O)/C=C/[C@H]3O[C@@H](n4cc(C)c(=O)[nH]c4=O)C[C@@H]3O)c2c1,nt,2,-6,8,1,-15,-4,4,2
Cc1cc(NCc2ccco2)n2ncnc2n1,-2.7,2,-8,3,-1,0,-5,8,-3
CCn1c(CN2CCN(C(=O)c3ccco3)CC2)nc2c1c(=O)n(C)c(=O)n2C,0.0,1,-3,2,-2,-9,-20,15,2
COc1ccc(C(=O)N2CCN(c3ncccn3)CC2)cc1[N+](=O)[O-],-0.4,4,-3,4,4,-21,3,4,14
O=C(NNC(=O)c1ccc(Br)s1)NC1CCCCC1,0.0,0,0,-1,-1,-16,5,-2,12
COc1ccc2oc(C(=O)OCC(=O)N3CCN(S(=O)(=O)c4ccccc4)CC3)c(C)c2c1,5.4,16,-9,5,2,22,-3,-6,-10
COc1ccccc1CC1CC(=O)N(c2cccc(Cl)c2C)C1=O (centres undefined),0.2,0,11,-36,14,-13,-2,-3,15
Cc1ccc(S(=O)(=O)N2CCN(C(=O)c3ccnn3C)CC2)cc1C,0.9,1,0,20,-2,-23,6,5,7
O=S(=O)(Nc1ccccc1F)c1cccc(NC(=S)NCCN2CCOCC2)c1,-0.3,0,4,11,-1,-4,9,2,3
CC(C)c1ccc(C(C)NCCS(=O)(=O)c2ccc(Br)cc2)cc1 (centres undefined),0.5,0,-2,14,-1,-19,-5,15,14
O=S(=O)(c1ccc(NCCCO)nc1)N1CCOCC1,-0.8,1,6,-6,8,-13,0,7,14
CCc1ccc(CNC(=O)C2CCN(S(=O)(=O)N3CCC(C)CC3)CC2)cc1,-0.7,7,-1,16,0,4,7,-5,-5
C=CC[C@@H](Cc1ccc(F)cc1)C(=O)OC[C@H]1CCCN1C(=O)[C@@H](CC=C)CC(=O)N(CCO)Cc1ccccc1,0.1,4,3,-7,3,-11,-19,-3,9
COc1cccc(CNC(=O)C2CCCN(c3cnccn3)C2)c1 (centres undefined),0.4,3,6,-10,-1,8,-29,0,-3
O=C(COC(=O)C1CCN(S(=O)(=O)c2cccs2)CC1)c1ccccc1,0.5,4,-5,6,-1,-5,0,2,9
CC(C)(C)CN1C(=O)C(=O)NC[C@@H]1CCCCN,-0.9,2,2,-3,0,-6,-10,19,8
CCOc1ccc(S(=O)(=O)N2CCCC(C(=O)NCCN3CCOCC3)C2)cc1Cl (centres undefined),-2.6,2,1,-3,-3,-10,-7,4,2

# Other compounds follow:
SMILES,CRFBP-R2 agonist,CHRM4 agonist,M5 PAM,M5 antag,M5 ag,CHRM1 antagonist,CHRM4 antagonist,CHRM4 PAM,M1 PAM
CCCNC(=S)NC1CC2CCC(C1)N2Cc1ccccc1 (centres undefined),-1.6,1,4,-9,-5,-11,-3,-8,-8
CCOc1ccc(C(=O)NC(=S)Nc2ccccc2OC)cc1[N+](=O)[O-],-0.7,0,-1,1,-3,-1,4,-4,4
C=CC[C@@H](CC(=O)N(CCO)Cc1ccccc1)C(=O)NC[C@@H](OC(=O)[C@@H](CC=C)CC(=O)OC(C)(C)C)c1ccccc1,-1.8,15,-14,12,-1,14,9,-6,-5
CCC(C)NS(=O)(=O)c1ccc(OCC(=O)N2CCCCC2)cc1 (centres undefined),1.8,2,3,1,0,-12,-11,4,9
COc1cc(NS(=O)(=O)c2ccc(N/C=C\C(=O)c3ccc(F)cc3)cc2)nc(OC)n1,0.1,-1,0,4,-3,-3,11,-5,9
c1ccc2oc(CCc3nc4ccccc4o3)nc2c1,-0.8,0,0,0,0,13,6,8,-6
